Screening results: PubChem BioAssay, National Center for Advancing Translational Sciences (NCATS)
Abeta rescue – qHTS for compounds that reverse cellular toxicity of Amyloid beta (A-beta) peptide in yeast: Primary Screen | yeast expressing A-beta42, growth rescue, OD600, 48 h; response scale: 0% DMSO, 100% iron-clioquinol control | Potency, µM (highest dose often 46.1 µM), for the others: top-dose growth rescue, most hits filed as activators | 0.063% of 410,000 active | AID 1347071, 2019; also: potency is read from the fitted curve at half-maximal effect; nearly all actives have a fitted effect of over 55% in size
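Yeast A-beta toxicity model in growth medium with pinned compounds, 48 h at 30 C; growth read as absorbance at 600 nm. Normalized to FeCl3/clioquinol equimolar mix (positive) and DMSO (negative).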
aSyn rescue – qHTS of alpha-syn Inhibitors. Yeast expressing alpha-synuclein, growth rescue, BacTiter-Glo, 24 h. Potency, µM (top dose mostly 46.1 µM), for the others: at the top dose growth rescue (activation), usual class: activators. 0.14% of 370,000 active; also: potency is read from the fitted curve at half-maximal effect; % of control where 0% means no effect; nearly all actives have a fitted effect of over 65% in size
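Galactose-induced alpha-syn yeast (OD600=0.02, raffinose-pregrown) + pinned cpd, 24 hr, 30 deg C; growth by BacTiter-Glo luminescence. Growth restoration scores as activation.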
DRD3 antagonist – qHTS of D3 Dopamine Receptor Antagonist: qHTS; D(3) dopamine receptor (Homo sapiens), P35462; D3R cells, DiscoveRx beta-arrestin luminescence, antagonist mode; active compounds read low; max response, negative = inhibition, %; 2.5% of 360,000 active; in the data active = max response below about -50%; inconclusive = no clear call, values can overlap the other calls; also: % is scaled to controls: 0 for no effect and ±100 for the full control effect; mostly tested at two doses, the higher about 12 µM
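Cells plated overnight at 1500 cells/well, then exposed to library compounds with dopamine controls for 90 minutes at 37 degrees C. DiscoveRx reagent added for 30–60 minutes at room temperature; luminescence read, quantitative HTS format.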
EPAC2 ag – qHTS for Agonist of cAMP-regulated guanine nucleotide exchange factor 4 (EPAC2): primary screen. Rap guanine nucleotide exchange factor 4 (Homo sapiens), Q8WZA2. EPAC2 activation, biochemical qHTS; response scale: 100% = 6.5 mM cAMP response. Potency, µM (doses to about 154 µM), for the others: top-dose activation, actives largely listed as activators. 0.079% of 360,000 active; also: potency is read from the fitted curve at half-maximal effect; nearly all actives have a fitted effect of over 50% in size
Target sequence (Q8WZA2 whole entry, looked up): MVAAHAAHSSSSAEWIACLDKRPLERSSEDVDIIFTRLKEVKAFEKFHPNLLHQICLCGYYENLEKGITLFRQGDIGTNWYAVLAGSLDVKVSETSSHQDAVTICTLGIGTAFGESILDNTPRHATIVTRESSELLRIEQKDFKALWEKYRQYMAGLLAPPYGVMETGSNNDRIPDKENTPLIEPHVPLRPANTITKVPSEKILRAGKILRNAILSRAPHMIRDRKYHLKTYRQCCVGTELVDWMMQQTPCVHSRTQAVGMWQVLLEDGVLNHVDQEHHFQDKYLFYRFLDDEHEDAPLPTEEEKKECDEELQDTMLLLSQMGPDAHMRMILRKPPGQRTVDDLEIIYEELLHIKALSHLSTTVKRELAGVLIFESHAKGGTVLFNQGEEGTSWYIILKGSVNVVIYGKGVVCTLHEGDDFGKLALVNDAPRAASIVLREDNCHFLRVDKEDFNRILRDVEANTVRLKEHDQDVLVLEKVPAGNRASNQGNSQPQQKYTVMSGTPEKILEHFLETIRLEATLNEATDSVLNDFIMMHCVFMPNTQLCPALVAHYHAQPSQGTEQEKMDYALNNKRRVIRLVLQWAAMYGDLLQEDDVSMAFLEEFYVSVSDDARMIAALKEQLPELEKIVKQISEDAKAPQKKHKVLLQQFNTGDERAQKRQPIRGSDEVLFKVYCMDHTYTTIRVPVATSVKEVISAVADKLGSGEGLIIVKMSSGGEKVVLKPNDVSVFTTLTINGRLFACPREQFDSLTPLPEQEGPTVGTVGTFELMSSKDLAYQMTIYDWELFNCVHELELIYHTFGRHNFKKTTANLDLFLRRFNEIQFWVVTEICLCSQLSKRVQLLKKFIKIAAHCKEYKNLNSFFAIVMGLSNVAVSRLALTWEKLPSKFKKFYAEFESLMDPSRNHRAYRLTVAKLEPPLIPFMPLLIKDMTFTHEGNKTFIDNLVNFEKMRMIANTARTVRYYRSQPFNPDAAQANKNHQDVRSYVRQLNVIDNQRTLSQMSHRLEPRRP
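qHTS, titration series. 100 nM EPAC2 / 250 nM Rap1B-BODIPY-GDP / 50 uM GDP; RT; ex 480/em 540 nm, 5-min reads to 30 min. Norm. to 6.5 mM cAMP = activation.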
FUS yeast rescue – qHTS for Suppressors of FUS Proteinopathy: Primary screen using FUS-linked yeast assay; S. cerevisiae FUS-expressing, growth rescue, OD600, 24 h; Potency, µM (top dose mostly 76.6 µM), for the others: at the highest dose growth rescue (activation), hits mostly activators; 0.24% of 390,000 active; AID 1347120, 2019;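 also: potency is read from the fitted curve at half-maximal effect; plate controls were DMSO vehicle for no effect and reference control for full effect; nearly all actives have a fitted effect of over 55% in size; some results filed as inactive show a strong effect at the top dose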
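Steps: raffinose overnight preculture; dilution to OD 0.005 in 2% galactose minimal medium; compound addition (concentration series); 24hr at 30C, 99% humidity; absorbance read at 600 nm.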
EPAC2 antagonist – qHTS for Antagonist of cAMP-regulated guanine nucleotide exchange factor 2 (EPAC2): primary screen | EPAC2 GEF exchange of Rap1B-BODIPY-GDP, fluorescence | Rap guanine nucleotide exchange factor 4 (Homo sapiens), Q8WZA2 | AID 720708, 2013 | Potency, µM (top dose mostly 114 µM), for the others: at the highest dose activity, negative = inhibition, most hits filed as inhibitors | 0.18% of 360,000 active; also: potency is read from the fitted curve at half-maximal effect; % is scaled to controls: 0 for no effect and ±100 for the full control effect; nearly all actives have a fitted effect of over 45% in size; many of its hits are not listed in these tables
DRD3 agonist – qHTS of D3 Dopamine Receptor Agonist: qHTS; 0.58% of 410,000 active; max activation, %; AID 652048, 2013; D3R DiscoveRx beta-arrestin cells, luminescence, 90 min; in the data active = max activation above about 30%; also: 0% is about no effect; mostly tested at two doses, the higher about 12 µM
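Agonist-mode cell screen: cells plated at 1500/well and incubated overnight at 37 °C, then exposed to library compounds for 90 min at 37 °C. Detection reagent was added for 30–60 min at room temperature, and luminescence was read.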
TDP43 rescue – qHTS of TDP-43 Inhibitors; TDP-43 expressing yeast growth rescue, BacTiter-Glo, 24 h; Potency, µM (titrated, usually from 46.1 µM), inactives show at the top dose growth rescue (activation), hits mostly activators; 1.8% of 410,000 active; also: potency is read from the fitted curve at half-maximal effect; % of control where 0% means no effect; nearly all actives have a fitted effect of over 50% in size
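Yeast expressing TDP-43 (pregrown in raffinose, seeded at OD600=0.02 in galactose medium) exposed to compounds 24 hr at 30 deg C. Growth read by BacTiter-Glo luminescence; rescue of toxicity appears as increased signal.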
* = called active by the depositor; u = inconclusive; x = no result given; [ ] = remark or other dose. Unless noted, calls follow the shape of the dose curve; as a rule, active = well fitted curve in the direction sought with a large enough effect; inconclusive = small, poorly fitted or top-dose-only effect, or another doubt; inactive = no such curve, though single readings can be large; an effect the other way counts as inactive or inconclusive.

SMILES | Abeta rescue | aSyn rescue | DRD3 antagonist | EPAC2 ag | FUS yeast rescue | EPAC2 antagonist | DRD3 agonist | TDP43 rescue
NC(=O)c1cc([N+](=O)[O-])ccc1Nc1ccccc1 | u | 16% | 18 | 28% | -26% | 17% | 11 | u
COc1ccc2oc(CS(=O)c3ccccc3)c(C(=O)O)c2c1 (stereo not given) | -16% | -2% | 5 | 5% | -8% | 3% | 1 | -2%
CC1Cc2ccccc2N1C(=O)CCn1c(=O)sc2ccccc21 (stereo not given) | -15% | 3% | -10 | 11% | 11% | 4% | 3 | u
COC(=O)c1ccc2nc(-c3ccccc3)c(Cc3ccsc3)n2c1 | -38% | -9% | -22 | 8% | -1% | u | -5 | 19%
CC(=O)c1cccc([N+](=O)[O-])c1 | 2% | -10% | -3 | 6% | -31% | -12% | 2 | 13%
Cc1ccnc2nc(C(=O)Nc3nnc(CC(C)C)s3)nn12 | 13% | -1% | 28 | -17% | -16% | -7% | 8 | 10%
COc1cccc(OCCN2CCN(c3ncnc4c3cnn4-c3ccccc3)CC2)c1 | -1% | 1% | 10 | 20% | 23% | -6% | 48* | 19%
CCN(C1CCS(=O)(=O)C1)S(=O)(=O)c1ccc2ccccc2c1 (stereo not given) | -5% | 1% | 4 | 10% | 18% | 29% | -19 | -7%
C=CCSc1nnc(-c2nnc(SCC=C)n2-c2ccccc2)n1-c1ccccc1 | -3% | -3% | -12 | -7% | 6% | 3% | -4 | -15%
CCOC(=O)c1cnc(COc2ccccc2Cl)[nH]c1=O | 0% | -4% | -4 | 12% | 8% | 11% | -6 | 8%
O=C(O)C1CCC(c2ccc(-c3ccccc3)cc2)CC1 (stereo not given) | u | 9% | -5 | 1% | 11% | -11% | 6 | 17%
COc1ccc(S(=O)(=O)c2cn(Cc3ccccc3)c3cc(N4CCCC4)c(F)cc3c2=O)cc1 | -5% | x | x | x | 33% | x | -12 | -6%
COc1ccccc1C(=O)Nc1ccnn1C1CCN(Cc2ccc3nonc3c2)CC1 | 6% | -4% | -18 | 8% | 2% | 10% | -12 | -16%
Cc1cccn2c(=O)c(/C=C(\C#N)c3nc4ccccc4s3)c(Oc3ccc(Br)cc3)nc12 | -6% | x | x | x | 32% | x | 5 | 14%
CN(Cc1ccccc1)S(=O)(=O)c1ccc(Cl)c(C(=O)NCc2cccnc2)c1 | 6% | 2% | 0 | 8% | 7% | -22% | 5 | u
O=C(O)c1ccc(S(=O)(=O)Nc2ccc(F)c(Cl)c2)cc1 | 7% | -7% | 16 | 18% | -16% | 8% | 0 | -6%
Cc1ccc(N(C(=O)Cn2nnc(-c3ccc(F)cc3)n2)C(CC(C)C)C(=O)NCC2CCCO2)cc1 (stereo not given) | 14% | 14% | 9 | 11% | u | -11% | 0 | 2%
Cc1ccc(N2CC(C(=O)N3CCC(c4nc5ccccc5[nH]4)CC3)CC2=O)cc1C (stereo not given) | 10% | -2% | 1 | -2% | 9% | -4% | 3 | 16%
COc1ccc(CNC(=O)C(=O)NCC(c2cccs2)S(=O)(=O)c2cccs2)cc1 (stereo not given) | -9% | x | x | x | 6% | x | 4 | 19%
CC1=C(C(=O)N(C)C)CC(CC(=O)NC2CCCCC2)C(=O)N1Cc1ccccc1 (stereo not given) | 0% | 0% | -3 | 11% | -7% | 1% | -7 | 10%
CCN(c1ccc(C(=O)CN2C(=O)NC3(CCOc4ccccc43)C2=O)cc1)S(C)(=O)=O (stereo not given) | 2% | 0% | 18 | 13% | 18% | -2% | -5 | u
COc1ccc(NC(=O)C2c3ccccc3OCC(=O)N2Cc2cccnc2)cc1 (stereo not given) | -15% | 1% | 31 | 2% | 3% | 7% | -1 | 35%
Clc1ccc(OCCCNCc2ccccc2)c2ccccc12 | -21% | -14% | -29 | 6% | 12% | 1% | -22 | -12%
Cn1c(=O)c2c(n3c4ccccc4nc13)NC(=O)CC2c1cccc(Cl)c1 (stereo not given) | -17% | x | x | x | -6% | x | -34 | -16%
CCOC(=O)N1CCN(CC(O)COCc2ccc(Cl)cc2)CC1 (stereo not given) | 12% | 1% | 42 | -2% | -7% | 2% | -2 | 18%
CCOc1ncccc1C(=O)NCc1ccc(C)cc1 | -21% | 1% | 6 | -4% | x | 5% | 3 | 4%
COc1cc2ccccc2cc1C(=O)Nc1ccc2oc(-c3ccccc3)nc2c1 | 7% | x | x | x | 2% | x | 11 | 20%
O=C(NCCOc1ccccc1Cl)C(=O)Nc1ccccc1 | u | -3% | 1 | -4% | x | 2% | 3 | 0%
COc1ccc(C2=CC(=O)CC(C)(C)C2)cc1OC | -23% | -3% | 0 | 6% | -8% | -4% | 5 | 13%
Cc1cc(O)c(S(=O)(=O)c2ccccc2)c(C)c1NS(=O)(=O)c1ccccc1 | -6% | 14% | -7 | 17% | 0% | -28% | -4 | 12%
COc1ccc(NC(=O)C23CCC(C)(C(=O)C2)C3(C)C)cc1 (stereo not given) | 28% | 1% | 0 | -13% | 0% | -29%[57.1 µM] | 5 | -8%
Cc1ccc(S(=O)(=O)NCCC(=O)NCc2ccccc2)cc1 | -6% | 2% | 18 | 2% | 15% | -2% | -18 | -17%
COc1ccc(NC(=O)c2cnc3n(c2=O)CCS3)cc1OC | -21% | -3% | -21 | -3% | -18% | 4% | 0 | 22%
Nc1ncnc2c1ncn2[C@@H]1O[C@H](C(=O)Nc2ccc(C(=O)N3CCCCC3)cc2)[C@@H](O)[C@H]1O | -3% | -2% | 14 | 4% | -6% | 1% | 7 | 10%
CCC1CCCCN1CCCNC(=O)CNC(=O)c1nn(-c2ccc(OC)c(Cl)c2)c(=O)c2ccccc12 (stereo not given) | 1% | -1% | 2 | 2% | 26% | 0% | -7 | -11%
CCc1nc2c(OCC(=O)C(C)(C)C)cccn2c1N(C)C(=O)C(C)C | -23% | 0% | 0 | 6% | -10% | -10% | -9 | -2%
O=C(O)c1cc2c(=O)c3ccccc3oc2nc1C(F)(F)F | -4% | 2% | 5 | 0% | 3% | -3% | -1 | -12%
CC(C)(CNC(=O)c1ccc(S(=O)(=O)Nc2ccc(Cl)cc2)cc1)N1CCOCC1 | -2% | 4% | 4 | 11% | -12% | 4% | -2 | 10%
Cc1ccc2cccc(NC(=O)c3ccc(OC(C)C)cc3)c2n1 | -37% | x | x | x | 19% | x | 2 | 11µM*
O=c1[nH]nc(Cc2ccc(-c3cccc(Cl)c3)o2)c2ccccc12 | -9% | -3% | -61* | -3% | 14% | -1% | 1 | -2%
COc1ccc(S(=O)(=O)NC(C)C(=O)N2CCCCCC2)cc1 (stereo not given) | 10% | 4% | 9 | 7% | 2% | -2% | 7 | 3%
Cc1ccc(-n2nnnc2SCC(=O)Nc2cccnc2Cl)cc1 | -6% | 1% | 10 | 5% | 24% | 6% | 4 | -27%
CCN(CC(=O)NCc1cccs1)C(=O)c1ccc(S(=O)(=O)N(C)C)cc1 | -13% | -8% | -2 | 4% | 17% | 10% | -4 | -11%
CCN(CC)c1ccc(/C=N/NC(=S)NCc2ccccc2)c(O)c1 | u | -5% | -20 | 19% | 24% | -16% | 13 | -3%
COc1cc(OC)cc(C(=O)NCc2n[nH]c(=S)n2-c2ccccc2OC)c1 | 7% | -8% | 1 | 3% | 14% | 3% | -6 | 1%
Cc1ccc(S(=O)(=O)c2cc(N3CCOCC3)nc(-c3ccccc3)n2)cc1 | 2% | 6% | 5 | -11% | x | 7% | 3 | 17%
CCN(CC)C(=O)C(C)N1c2cccc3cccc(c23)S1(=O)=O (stereo not given) | 2% | 2% | -22 | 10% | -16% | -7% | -8 | 9%
CC(=O)n1cc([C@H]2C=C(C(=O)N3CCN(Cc4ccccc4)CC3)O[C@@H](OCCCCO)C2)c2ccccc21 | -6% | -7% | 0 | 16% | 6% | -3% | 11 | 6%
O=C(COC(=O)CCCNC(=O)c1ccc(Cl)cc1)NCc1ccccc1Cl | 1% | 4% | -4 | 10% | 10% | -2% | 1 | 0%
O=C(COC(=O)Cc1ccc(F)cc1)NCc1ccco1 | -20% | -1% | 2 | 2% | -3% | 0%[57.1 µM] | 2 | 1%
CN(C(=O)C1CCOC1)c1nnc(-c2cnccn2)s1 (stereo not given) | -17% | -1% | 15 | 8% | 19% | 3% | -4 | -4%
CN(CC(=O)Nc1cccc(F)c1)CC(=O)N1CCc2ccccc21 | 12% | 0% | -19 | -6% | x | 5% | -17 | 13%
C=C(C)CNC(=S)NNC(=O)CCn1c2ccc(Cl)cc2c2cc(Cl)ccc21 | 14% | -1% | -11 | -12% | x | -12% | -9 | 25%
Cc1ccccc1OCCC(=O)N(CC(=O)Nc1ccccc1C(F)(F)F)Cc1ccco1 | 24% | 19% | 12 | 2% | -2% | -7% | 1 | 0%
CC(=O)c1ccc(CC2SC(N)=NC2=O)cc1 (stereo not given) | -17% | -1% | 53 | 6% | -12% | -7% | -3 | 0%
COc1ccc(-c2coc3cc(O)ccc3c2=O)cc1 | -8% | 2% | 3 | -2% | -11% | 11% | 7 | 24%

A stretch taken from the entries so far, for reference:
SMILES | Abeta rescue | aSyn rescue | DRD3 antagonist | EPAC2 ag | FUS yeast rescue | EPAC2 antagonist | DRD3 agonist | TDP43 rescue
COc1ccc(S(=O)(=O)NC(C)C(=O)N2CCCCCC2)cc1 (stereo not given) | 10% | 4% | 9 | 7% | 2% | -2% | 7 | 3%
Cc1ccc(-n2nnnc2SCC(=O)Nc2cccnc2Cl)cc1 | -6% | 1% | 10 | 5% | 24% | 6% | 4 | -27%
CCN(CC(=O)NCc1cccs1)C(=O)c1ccc(S(=O)(=O)N(C)C)cc1 | -13% | -8% | -2 | 4% | 17% | 10% | -4 | -11%
CCN(CC)c1ccc(/C=N/NC(=S)NCc2ccccc2)c(O)c1 | u | -5% | -20 | 19% | 24% | -16% | 13 | -3%

Only part of the results is shown; count on the stated rates, not on these rows.
